Source: PubChem (The Scripps Research Institute Molecular Screening Center)
PAD4 FP inh: human PAD4 inhibitors, primary screen, biochemical, fluorescence polarization, 1536-well format | actives 0.41% (n = 330,000) | recombinant PAD4, RCA probe fluorescence polarization | inhibition, % at 6.36 µM | Protein-arginine deiminase type-4 (Homo sapiens), Q9UM07;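 active = percent inhibition above a cutoff equal to the mean of all tested compounds plus 3 SD, cut at about 15% in these data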;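 note: 0% = PAD4 with RCA probe and DMSO and 100% = probe without PAD4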
LYPLA2 inh: LYPLA2 inhibitors, primary screen, counter-screen for PME1 inhibitor project, biochemical, fluorescence polarization, FP-Rh probe ABPP | Acyl-protein thioesterase 2 (Homo sapiens), O95372 | recombinant LYPLA2 | inhibition, % at 5.9 µM | actives 0.38% (n = 320,000);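 active = inhibition above the screen-wide mean plus 3 SD, limit set per campaign, cut at about 26% in these data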;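 note: 0% = LYPLA2 with DMSO and 100% = wells lacking LYPLA2 enzyme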
Target sequence (O95372 whole entry, looked up): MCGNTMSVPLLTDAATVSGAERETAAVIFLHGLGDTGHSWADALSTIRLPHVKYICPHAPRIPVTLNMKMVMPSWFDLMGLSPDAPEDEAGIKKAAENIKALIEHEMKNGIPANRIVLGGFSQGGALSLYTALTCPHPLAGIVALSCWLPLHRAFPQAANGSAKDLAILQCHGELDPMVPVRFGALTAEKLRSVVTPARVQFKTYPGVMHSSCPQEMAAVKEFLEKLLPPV
PAFAH1B2 inh: PAFAH1B2 enzyme inhibitors, primary screen, biochemical, fluorescence polarization, human; inhibition, % at 3.39 µM; recombinant PAFAH1B2, FP-rhodamine activity probe; actives 1.2% (n = 340,000); AID 492953, 2010;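 active = inhibition above the mean of all tested compounds plus 3 SD, cut at about 24% in these data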;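 note: 0% = enzyme with DMSO and 100% = wells lacking PAFAH1B2; many of its hits are not listed in these tables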
LYPLA1 counter: LYPLA1 inhibitors, primary screen, counter-screen for PME1 inhibitor project, biochemical, fluorescence polarization, FP-Rh probe ABPP | recombinant LYPLA1 | inhibition, % at 5.9 µM | actives 0.16% (n = 320,000) | AID 2174, 2009;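 active = inhibition above the mean of all tested compounds plus 3 SD, set per campaign, cut at about 14% in these data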;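 note: inhibitors block serine hydrolase probe labeling of LYPLA1 so polarization falls; 0% = enzyme with DMSO and 100% = wells lacking LYPLA1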
PAFAH1B3 FP inh: PAFAH1B3 enzyme inhibitors, primary screen, biochemical, fluorescence polarization, human; actives 0.28% (n = 340,000); Platelet-activating factor acetylhydrolase IB subunit alpha1 (Homo sapiens), Q15102; inhibition, % at 3.39 µM; recombinant PAFAH1B3, FP-rhodamine probe;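 active = inhibition above the screen-wide average of all tested compounds plus 3 SD, cut at about 25% in these data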;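 note: 0% = enzyme with DMSO only and 100% = wells lacking PAFAH1B3 protein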
pPAFAH FP inh: pPAFAH enzyme inhibitors, primary screen, biochemical, fluorescence polarization, human; recombinant pPAFAH, FP-rhodamine probe fluorescence polarization; inhibition, % at 3.39 µM; actives 1.5% (n = 330,000); AID 463082, 2010;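 active = inhibition above the mean inhibition across the screen plus 3 SD, cut at about 25% in these data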;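 note: inhibitors block binding of the rhodamine activity-based probe so polarization drops; 0% = enzyme with DMSO and 100% = wells lacking pPAFAH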
Target sequence (Q13093 whole entry, looked up): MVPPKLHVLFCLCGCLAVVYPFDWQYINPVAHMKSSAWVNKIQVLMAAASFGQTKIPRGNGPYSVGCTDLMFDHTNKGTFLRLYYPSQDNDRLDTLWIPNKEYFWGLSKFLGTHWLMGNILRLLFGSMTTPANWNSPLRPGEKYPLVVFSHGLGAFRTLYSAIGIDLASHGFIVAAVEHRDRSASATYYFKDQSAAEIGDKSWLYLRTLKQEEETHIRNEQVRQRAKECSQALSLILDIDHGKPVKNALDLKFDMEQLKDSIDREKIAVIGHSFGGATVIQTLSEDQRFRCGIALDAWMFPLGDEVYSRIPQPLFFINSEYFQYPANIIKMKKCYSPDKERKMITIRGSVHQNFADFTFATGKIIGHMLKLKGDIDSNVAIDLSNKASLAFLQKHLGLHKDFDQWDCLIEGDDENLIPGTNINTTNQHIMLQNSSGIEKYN
PREPL inhibitor: PREPL enzyme inhibitors, primary screen, biochemical, fluorescence polarization; actives 0.68% (n = 320,000); recombinant PREPL, fluorescence polarization activity-based probe; AID 2751, 2010; inhibition, % at 5.96 µM; Prolyl endopeptidase-like (Homo sapiens), Q4J6C6; in the data active = inhibition above about 43%;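 note: 0% = enzyme with DMSO and 100% = wells lacking enzyme; many of its hits are not listed in these tables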
PME-1 inh: PME-1 inhibitors via competitive probe labeling, primary screen, biochemical, fluorescence polarization, FP-Rh probe, HTS; Protein phosphatase methylesterase 1 (Homo sapiens), Q9Y570; recombinant PME-1; inhibition, % at 5.9 µM; actives 0.53% (n = 320,000);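 active = inhibition above the campaign mean of all compounds plus 3 SD, cut at about 26% in these data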;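 note: competitive labeling of PME-1 active site by serine hydrolase directed probe; 0% = PME-1 with DMSO and 100% = wells lacking PME-1 enzyme; inhibitors block probe labeling so polarization falls and inhibition rises; many of its hits are not listed in these tables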
GSTO1 inh: inhibitors of recombinant GSTO1, primary screen, counter-screen for RBBP9 inhibitor project, biochemical, fluorescence polarization. AID 1974, 2009. inhibition, % at 5.96 µM. activity-based probe fluorescence polarization. actives 1.1% (n = 300,000);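 active = inhibition above the campaign mean inhibition plus 3 SD, cut at about 35% in these data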;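 note: 0% = GSTO1-1 with DMSO and 100% = wells lacking GSTO1-1 enzyme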
Target sequence (P78417 whole entry, looked up): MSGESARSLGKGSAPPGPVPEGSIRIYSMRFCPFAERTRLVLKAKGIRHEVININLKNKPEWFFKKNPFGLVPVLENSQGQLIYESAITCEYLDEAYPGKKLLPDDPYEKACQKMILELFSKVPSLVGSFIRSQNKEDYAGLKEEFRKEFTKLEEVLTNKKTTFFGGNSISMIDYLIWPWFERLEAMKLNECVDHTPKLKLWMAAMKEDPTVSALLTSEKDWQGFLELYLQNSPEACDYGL
Active calls of the source: *; / = no result given. This is a subset; rates above refer to the full screens.

SMILES | PAD4 FP inh | LYPLA2 inh | PAFAH1B2 inh | LYPLA1 counter | PAFAH1B3 FP inh | pPAFAH FP inh | PREPL inhibitor | PME-1 inh | GSTO1 inh
O=C(Nn1cc(C(=O)N2CCN(c3ccccc3F)CC2)c2ccccc2c1=O)c1cnccn1 | -3 | -1 | -2 | -1 | 2 | 1 | 7 | -4 | 2
COC(=O)c1sc(-c2ccc(C(C)(C)C)cc2)cc1NC(=O)/C=C/C(=O)O | 0 | -10 | 1 | -7 | -10 | 23 | 14 | -4 | -33
Clc1ccc(-c2noc(CCCOc3ccccc3)n2)cc1 | -4 | -4 | 0 | -8 | 5 | 4 | -2 | 4 | 6
CCOC(=O)/C=c1\s/c(=C\c2c(OC)ccc3ccccc23)c(=O)n1CC(=O)NCC1CCCO1 (configuration not stated) | -1 | 0 | 10 | -8 | 5 | 7 | 35 | 7 | -14
CNC(=O)COc1ccc(Nc2nnc(C)c3ccccc23)cc1 | -3 | 0 | / | 3 | / | 0 | 5 | -1 | -5
Cc1ccc(C(CCNC(C)c2cccs2)c2ccco2)cc1 (configuration not stated) | -4 | 4 | 10 | 4 | 0 | 3 | -47 | -11 | 6
Cc1cccc(Nc2c([N+](=O)[O-])cc(C(=O)N3CC(=O)Nc4ccccc43)cc2[N+](=O)[O-])c1 | 7 | 32* | 3 | -3 | -4 | 4 | -47 | 6 | 5
COc1ccc(-c2c(-c3cc(OC)cc(OC)c3)n(C)c3ccc(-c4cccc5[nH]ccc45)cc23)cc1 | -2 | -2 | -3 | -1 | -5 | 6 | 5 | 1 | /
COc1ccc(OC)c(NC(=O)CSc2nc(=O)n(Cc3ccccn3)c3c2CCC3)c1 | -3 | 0 | -1 | -4 | 1 | 1 | 1 | -2 | 11
O=C(CCCSc1nc2ccccc2[nH]1)NC(c1ccccc1)c1ccccc1 | -4 | -4 | -3 | -6 | -3 | 1 | 3 | 9 | -10
CCOc1ccc(N(C(C)C(=O)N2CCCCCC2)S(C)(=O)=O)cc1 (configuration not stated) | -5 | 5 | -2 | 0 | 6 | 4 | 1 | 1 | 6
O=C(NC1CCSc2ccccc21)c1cccc(S(=O)(=O)N2CCOCC2)c1 (configuration not stated) | -1 | -1 | 1 | 2 | 1 | 5 | -6 | 4 | -2
Cn1c(=O)c2c(nc(N3CCN(c4ccccn4)CC3)n2Cc2ccc(Cl)cc2Cl)n(C)c1=O | -3 | 6 | 2 | 1 | -2 | 5 | 3 | -1 | 4
CC(C)(C)NC(=O)c1cc(NC(=O)c2ccco2)cc(NC(=O)c2ccco2)c1 | 0 | -1 | 7 | -4 | 7 | 3 | -3 | -4 | -6
Cc1nn(-c2ccccc2)c2sc(C(=O)OCc3nnc(-c4ccccc4)o3)cc12 | -4 | 3 | 2 | 2 | 7 | 9 | -3 | -3 | -1
Cc1cccc(-c2nnc(SCC(=O)N3CCCC3)o2)c1 | -3 | -2 | 3 | 0 | -2 | -2 | -7 | -3 | 7
Cc1cc(NC(=O)c2ccccc2F)n(C(C)(C)C)n1 | -8 | -8 | / | 0 | / | -8 | 8 | -5 | 3
Cc1cc(C)c2cc(C(c3nnnn3C3CCCC3)N3CCOCC3)c(=O)[nH]c2c1 (configuration not stated) | -4 | 6 | 6 | 1 | 2 | 4 | 2 | 0 | -1
CC(=O)Nc1cc(C(=O)N2CCN(C)CC2)ccc1Sc1ccc(C)cc1 | 5 | 3 | 6 | -2 | 8 | 0 | 12 | 1 | 1
CCOC(=O)C1CCCN(Cc2cccc(Oc3ccccc3)c2)C1 (configuration not stated) | 2 | 7 | 6 | 3 | 8 | 11 | 4 | 4 | 0
COc1ccc(OCC(O)CNC(=O)/C=C/c2cccc([N+](=O)[O-])c2)cc1 (configuration not stated) | 0 | 5 | -4 | -1 | -6 | 3 | 3 | -5 | -6
Cc1ccc(/C=C/C(=O)Nc2ccc(S(=O)(=O)Nc3onc(C)c3C)cc2)cc1 | -1 | 5 | 6 | 6 | -2 | 1 | 8 | 0 | 4
Cc1cc(NS(=O)(=O)c2ccc(NC(=O)CCCOc3ccccc3C)cc2)nc(C)n1 | 9 | -3 | 3 | -3 | -4 | 23 | -7 | 1 | -4
Cc1ccc(-n2c(=O)c3sccc3n(CC(=O)NCc3ccco3)c2=O)cc1 | 0 | 1 | 0 | -1 | -10 | -1 | 7 | 1 | 4
Cc1ccc(NC(=O)C2CC2)cc1S(=O)(=O)N1CCOCC1 | 2 | / | 2 | / | 3 | 0 | 4 | / | /
CC1(C)CC(=O)c2cc(O)ccc2O1 | -3 | 2 | 1 | -3 | -7 | 7 | -7 | 0 | -1
COc1cccc2cc(S(=O)(=O)c3ccccc3)c(=Nc3ccc4c(c3)OCCO4)oc12 | 1 | -4 | 7 | 0 | 13 | 5 | 3 | 1 | 0
C[C@]1(C(=O)O)C=C[C@@H](Cc2ccccc2)N1C(=O)c1ccccc1 | 3 | 0 | 4 | -1 | 1 | 2 | -9 | 0 | 2
CC12CCC(C(=O)Nc3ccccc3)(C(Br)C1=O)C2(C)C (configuration not stated) | -6 | -1 | 0 | 2 | 6 | 3 | -2 | 3 | 5
O=C(Nc1ccccc1)N1CCN(C(=O)Nc2ccccc2)CC1 | -4 | -5 | / | 1 | / | 1 | 0 | -7 | -11
COc1cccc(NC(=O)CN(C)C(=O)c2cc(S(=O)(=O)N3CCCCC3)ccc2Cl)c1 | 5 | 2 | 2 | -1 | 0 | 4 | 12 | 5 | 6
O=C1C2C3CCC(C3)C2C(=O)N1CNc1ccc(F)cc1 (configuration not stated) | -8 | -5 | 3 | -1 | 4 | -7 | -2 | -8 | -4
Cc1cc(C(=O)NNC(=O)/C=C/c2ccc(F)cc2)c(C)o1 | 0 | 3 | 0 | -1 | 4 | 7 | 4 | 1 | -5
Cc1ccc(C(=O)NCCCN2CCOCC2)cc1Cl | -6 | -2 | 1 | 0 | 1 | -7 | -3 | -6 | -2
CC(C)Cn1nc(-c2ccccc2)c2ccccc2c1=O | 6 | -8 | 6 | -2 | -2 | 7 | 0 | 0 | -3
Cc1c(C(=O)Nc2ccc(C(F)(F)F)cc2)sc2ncn(CC(=O)N3CCN(c4ccccn4)CC3)c(=O)c12 | 0 | 4 | 3 | -2 | 4 | 6 | 7 | 8 | -10
COc1ccc2nc(SCC(=O)Nc3ccccc3)[nH]c2c1 | -4 | -6 | 1 | -4 | 5 | 4 | -6 | 2 | 13
N#Cc1cc(-c2cccc(Cl)c2)c[nH]c1=O | -5 | -3 | 3 | -1 | -8 | 1 | 0 | 3 | 6
Cc1c(C(=O)NCC(c2ccco2)N2CCCC2)oc2ccc(Cl)cc12 (configuration not stated) | -5 | -3 | 2 | -6 | 2 | 5 | 8 | -8 | -1
OCCCn1c(C2CCCN2c2nc(-c3ccc(Cl)cc3)cs2)nc2cc(Cl)c(N3CCCCC3)cc21 (configuration not stated) | 1 | -4 | 3 | -1 | -1 | 8 | 7 | -1 | 5
O=S1(=O)CCOCCN1Cc1ccccc1 | -1 | 3 | 1 | 1 | 4 | 5 | 6 | 5 | -1
COc1cc(C(=O)Nc2nnc(S(=O)(=O)N3CCCCCC3)s2)cc(OC)c1OC | 1 | 5 | 11 | 1 | 5 | 6 | -2 | -11 | -59
COc1ccccc1C(=O)Nc1nnc(-c2ccccc2)s1 | -2 | 0 | -1 | 0 | 4 | -4 | 8 | -7 | -12
CC(=O)Cc1cc(=O)c2c(C)cc(O)c(C3OC(CO)C(O)C(O)C3O)c2o1 (configuration not stated) | 1 | 4 | 4 | 0 | 10 | 9 | 4 | -1 | 13
Cc1ccc(OCC(=O)Nc2ccc(O)c(-c3nc4ccccc4o3)c2)cc1 | 0 | 3 | -1 | -2 | -1 | -1 | 1 | -3 | 7
CSCCNC(=O)c1ccc2nc(C3CCCCC3)oc2c1 | 2 | 8 | 3 | 2 | 7 | -1 | 6 | 2 | 4
CCC(C)(C)NC(=O)C(c1ccc(F)cc1)N(Cc1ccco1)C(=O)CCC(=O)Nc1ccccn1 (configuration not stated) | -5 | -5 | 0 | 4 | 1 | 0 | 12 | 5 | -11
O=c1/c(=C/c2ccccc2)sc2nnc(-c3cccs3)n12 | 4 | 9 | / | 2 | / | -2 | 0 | 1 | 6
S=C(Nc1ccc(Cl)cc1)N(CCCN1CCOCC1)Cc1cccs1 | -19 | -24 | 8 | -9 | 10 | -4 | -3 | -5 | 4
CCC[C@@H]1CCCO[C@@](C(=O)NCc2cc(C)n(C)n2)(C(F)(F)F)C1 | -2 | -3 | 21 | -1 | 5 | 2 | 4 | 1 | 7

(cont.)
SMILES | PAD4 FP inh | LYPLA2 inh | PAFAH1B2 inh | LYPLA1 counter | PAFAH1B3 FP inh | pPAFAH FP inh | PREPL inhibitor | PME-1 inh | GSTO1 inh
Cc1cc(NC(=O)C2CC(=O)N(c3ccc(Cl)cc3)C2)no1 (configuration not stated) | 4 | 2 | 3 | -5 | 10 | -1 | 2 | -10 | 5
CCCN(C(=O)c1cc(S(=O)(=O)N2CCCCCC2)ccc1OC)C1CCS(=O)(=O)C1 (configuration not stated) | -6 | 3 | 11 | 2 | 6 | 9 | 5 | 9 | 1
CC1CC(C)CN(c2ccc([N+](=O)[O-])cc2-c2nn[nH]n2)C1 (configuration not stated) | 1 | 2 | 14 | 0 | -6 | -2 | 6 | -4 | 8
O=C(COC(=O)C12CC3CC(CC(C3)C1)C2)NCCc1ccccc1 | 1 | -1 | 13 | 1 | -2 | 10 | 5 | -2 | 3
CCOC(=O)c1ccc(NC(=O)CN2CCN(Cc3ccccc3)CC2)cc1 | -3 | -2 | 1 | 2 | -9 | 4 | 6 | -3 | 3
COn1c(-c2ccccc2)nc2ncccc21 | -3 | 11 | 3 | -1 | 1 | 3 | -2 | 5 | -2
COCCCNC1CS(=O)(=O)CC1O (configuration not stated) | -4 | -4 | 0 | -1 | 9 | 1 | 7 | 2 | 7
Cc1ccc(C(C)C)c(OCC#CCN2CCOCC2)c1 | -1 | 3 | 1 | 0 | 1 | 2 | 4 | 1 | -1
CCn1c(SCC(=O)N(C)CC(=O)Nc2cccc(OC)c2)nnc1-c1ccco1 | 7 | 4 | 5 | 2 | -5 | 5 | -12 | 3 | -1
COc1ccc(Nc2nc(-c3sc(C)nc3C)cs2)c(OC)c1 | -2 | 10 | 6 | 5 | -5 | 27* | 27 | 2 | 14
CCN(CC)CCNC(=O)c1cc(S(C)(=O)=O)ccc1OC | -5 | / | -4 | / | 3 | 1 | 1 | / | /
O=C(O)c1ccc(N2CCCCS2(=O)=O)cc1 | -9 | -3 | 4 | -2 | 4 | -4 | 11 | -4 | -3

pPAFAH FP inh: hit marks shown above.
Compound	PAD4 FP inh	PAFAH1B2 inh	PAFAH1B3 FP inh	pPAFAH FP inh	PREPL inhibitor	PME-1 inh
COc1ccc(Nc2nc(-c3sc(C)nc3C)cs2)c(OC)c1	-2	6	-5	27*	27	2
